Bioassay records: PubChem BioAssay, National Center for Advancing Translational Sciences (NCATS)
GLS inh: glutaminase GLS (human) inhibition; Potency, µM (series often up to 45.5 µM), without a hit: top-dose activity change, negative = inhibition, most hits filed as inhibitors; 410,000 compounds, 0.21% hits; GLS enzymatic activity, qHTS titration; AID 624170; further: potency means the concentration at half of the fitted maximal effect; on the % scale 0 is the no-effect control and ±100 the full control effect
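Read-out is an Amplex red fluorescence increase coupled through glutamate oxidase and HRP, measured before and after 30 min room-temperature incubation. hKGA is in 45 mM KH2PO4 (pH 8.2) with 0.02% Tween-20; glutamine added as 1mM solution.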
BAZ2B inh: inhibitors of human BAZ2B bromodomain; Q9UIF8; AID 504333; Potency, µM (top dose mostly 114 µM), for the others: top-dose activity change, negative = inhibition, actives largely listed as inhibitors; AlphaScreen BAZ2B-H3K14Ac peptide displacement; 360,000 compounds, 4.4% hits; further: potency means the concentration at half of the fitted maximal effect; on the % scale 0 is the no-effect control and ±100 the full control effect; nearly all actives have a fitted effect of over 60% in size
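Complex of BAZ2B and biotin-H3K14Ac (50 nM apiece) forms over 30 min at RT, then faces library compounds up to 110 uM for another 30 min; AlphaScreen beads added, 20 min dark incubation, luminescence read.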
ERG Ets-DNA blk: blocks human ERG Ets domain binding to DNA; P11308; fluorescence polarization, His-ERG Ets domain / labelled DNA; Potency, µM (highest dose often 76.9 µM), for inactives: at the highest dose FP activity, negative = inhibition, most hits filed as inhibitors; 370,000 compounds, 0.028% hits; active means well fitted inhibition curve with a large enough effect in the polarisation, with a control signal flat; inconclusive means small, poorly fitted or top-dose-only effect, or effect the other way, or a change in a side signal; inactive means no such curve, though single readings can be large or run the other way; the % refers to the polarisation;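 further: polarization taken with two DNA probes labelled with fluorescein and Texas red; potency means the concentration at half of the fitted maximal effect; % of control where 0% means no effect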
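His-tagged ERG Ets domain (1 uM in the protein solution; 300mM KCl, 50mM Tris-HCl, 1mM EDTA, 1mM DTT, pH 7.5) received compound, then a probe mix of 5 nM fluorescein-DNA and 100nM Texas-615-DNA. Fluorescence polarization was read for both dyes.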
JMJD2A Tudor inh: blocks the human JMJD2A Tudor domain; O75164; 390,000 compounds, 4.4% hits; AID 504339; Potency, µM (doses to about 114 µM), for inactives: at the top dose activity change, negative = inhibition, most hits filed as inhibitors; AlphaScreen JMJD2A-Tudor / H3K4me3 peptide binding; further: potency means the concentration at half of the fitted maximal effect; on the % scale 0 is the no-effect control and ±100 the full control effect; nearly all actives have a fitted effect of over 50% in size
G9a block: inhibitors of human histone lysine methyltransferase G9a. Q96KQ7. G9a H3K9 monomethylation, AlphaScreen, 2 h. Potency, µM (series often up to 102 µM), for inactives: at the highest dose activity, negative = inhibition, hits mostly inhibitors. 350,000 compounds, 8.8% hits. AID 504332; further: potency means the concentration at half of the fitted maximal effect; on the % scale 0 is the no-effect control and ±100 the full control effect; nearly all actives have a fitted effect of over 75% in size
Target sequence (Q96KQ7 913-1193 limits assumed): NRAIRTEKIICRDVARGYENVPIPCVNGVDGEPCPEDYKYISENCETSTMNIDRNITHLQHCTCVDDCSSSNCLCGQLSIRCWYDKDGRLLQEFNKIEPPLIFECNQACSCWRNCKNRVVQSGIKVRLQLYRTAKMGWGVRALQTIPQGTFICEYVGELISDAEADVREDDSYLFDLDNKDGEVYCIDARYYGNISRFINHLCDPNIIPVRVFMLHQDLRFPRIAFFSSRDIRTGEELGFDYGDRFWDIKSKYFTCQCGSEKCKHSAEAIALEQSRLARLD
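Signal arises when biotinylated H3K9 peptide, once monomethylated, bridges streptavidin donor and antibody-captured acceptor beads. Enzyme at 20 nM was preincubated 15 min with test compounds; peptide 500 nM and SAM 20 uM then reacted for 2 h.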
PGK inhibitor: inhibitors of T. brucei phosphoglycerate kinase. P07378. PGK/GAPDH coupled, Kinase-Glo luminescence, 60 min. Potency, µM (titrated, usually from 57.5 µM), without a hit: top-dose activity change, negative = inhibition, actives largely listed as inhibitors. 380,000 compounds, 0.043% hits. AID 602233; further: potency means the concentration at half of the fitted maximal effect; on the % scale 0 is the no-effect control and ±100 the full control effect; nearly all actives have a fitted effect of over 60% in size
Target sequence (P07378 whole entry, looked up): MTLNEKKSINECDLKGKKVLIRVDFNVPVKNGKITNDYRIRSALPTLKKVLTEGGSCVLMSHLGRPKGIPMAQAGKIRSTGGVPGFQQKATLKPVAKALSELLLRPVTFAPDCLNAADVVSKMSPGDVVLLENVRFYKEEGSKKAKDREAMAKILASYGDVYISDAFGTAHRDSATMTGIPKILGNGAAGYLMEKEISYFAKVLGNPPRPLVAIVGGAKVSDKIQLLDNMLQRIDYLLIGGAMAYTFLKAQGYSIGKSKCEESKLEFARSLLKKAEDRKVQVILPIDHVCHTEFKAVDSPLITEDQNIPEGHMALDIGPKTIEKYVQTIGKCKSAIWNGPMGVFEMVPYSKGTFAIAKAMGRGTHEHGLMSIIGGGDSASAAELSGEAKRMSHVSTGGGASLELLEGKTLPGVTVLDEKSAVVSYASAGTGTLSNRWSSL
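Luminescent ATP detection (Kinase-Glo Plus) follows a 60-minute room-temperature incubation, with wells lacking PGK as controls. Buffer: 100 mM TEA (pH 7.6), 5 mM MgCl2, 0.01% Tween-20. Coupling enzyme GAPDH (100 nM final) supplies unstable 1,3-BPG in-well.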
PI4K2A inh: blocks human PI4K2A kinase activity. purified PI4K2A, ADP-Glo luminescence, 1 h; stronger effect = lower value. activity change, negative = inhibition, % at 76.9 µM. Q9BTU6. 420,000 compounds, 0.13% hits; in the data active means activity change below about -50%; inconclusive means mostly about -30% to -49%;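 further: -100% = wells without enzyme as full effect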
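PI4K2A activity was measured by ADP-Glo luminescence: enzyme (4 ug/mL stock) and phosphatidylinositol (1.2 mM stock) in Tris pH 7.5/MgCl2/EGTA/Triton X-100 buffer were reacted with ATP (300 microM stock) for one hour at ambient temperature.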
HP1b binding inh: HP1-beta chromodomain-methylated histone interaction inhibition | AlphaScreen HP1-beta / biotin-H3K9me3 peptide binding | Potency, µM (titrated, usually from 114 µM), without a hit: at the top dose activity change, negative = inhibition, hits mostly inhibitors | P83916 | 390,000 compounds, 0.56% hits; further: potency means the concentration at half of the fitted maximal effect; nearly all actives have a fitted effect of over 70% in size; inactives centre near 23
Target sequence (P83916 whole entry, looked up): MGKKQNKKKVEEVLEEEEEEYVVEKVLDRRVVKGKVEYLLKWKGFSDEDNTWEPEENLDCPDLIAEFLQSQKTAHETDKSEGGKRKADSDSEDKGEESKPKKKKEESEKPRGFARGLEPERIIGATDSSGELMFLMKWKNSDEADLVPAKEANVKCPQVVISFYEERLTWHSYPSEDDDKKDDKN
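Compound inhibition of the preformed complex between 50 nM HP1-beta and 50 nM biotinylated H3K9me3 peptide was read by AlphaScreen. Buffer was PBS pH 7.4 with 0.01% Tween-20. Incubations ran 30 min at room temperature, with 10 ug/mL donor/acceptor beads.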
Pin1 inhibitor: inhibitors of human Pin1; Pin1 FP peptide displacement, HiFluor488, 10 min; Potency, µM (titrated, usually from 115 µM), for inactives: top-dose activity, negative = inhibition, actives largely listed as inhibitors; 390,000 compounds, 0.009% hits; AID 504891; active means well fitted inhibition curve with a large enough effect in the polarisation, with a control signal flat, not every such curve was filed as active; inconclusive means small, poorly fitted or top-dose-only effect, or effect the other way, or a change in a side signal; inactive means no such curve, though single readings can be large or run the other way; the % refers to the polarisation; further: potency means the concentration at half of the fitted maximal effect; on the % scale 0 is the no-effect control and ±100 the full control effect
Target sequence (Q13526 whole entry, looked up): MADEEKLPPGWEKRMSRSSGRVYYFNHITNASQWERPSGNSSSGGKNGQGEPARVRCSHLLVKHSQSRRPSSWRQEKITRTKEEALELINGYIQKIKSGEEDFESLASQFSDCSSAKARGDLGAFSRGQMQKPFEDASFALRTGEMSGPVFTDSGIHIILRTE
* marks the source's active call; other numbers are inactive results; i = inactive; u = inconclusive; x = not tested or not shown; [ ] = dose if it differs, or a comment. Unless noted, the call rests on the fitted dose curve; in most records, active means well fitted curve in the direction sought with a large enough effect; inconclusive means small, poorly fitted or top-dose-only effect, or another doubt; inactive means no such curve, though single readings can be large; an effect the other way counts as inactive or inconclusive.

GLS inh | BAZ2B inh | ERG Ets-DNA blk | JMJD2A Tudor inh | G9a block | PGK inhibitor | PI4K2A inh | HP1b binding inh | Pin1 inhibitor | Molecule
-2% | -19% | u | -11% | u | -8% | 0 | 55%[activator] | u | N#CC(C(=O)NCc1ccccc1)c1nc2ccccc2nc1N1CCCC1 (stereo unspecified)
0% | -4% | -16% | 13% | x | -1% | 0 | 39%[activator] | -15% | Cc1ccc(CCSc2ccc(F)cc2)cn1
-13% | -3% | 2% | -5% | x | -3% | 1 | 38% | -1% | NC(N)=NS(=O)(=O)c1ccc(NC(=S)NC(=O)/C=C/c2ccccc2)cc1
u | 50µM* | 141%[activator] | 32µM* | 13µM* | u | -18 | u | u | CCS(=O)(=O)C1=NN2C(=N)/C(=C\c3ccc(SCc4ccco4)o3)C(=O)N=C2S1
3% | -3% | u | -7% | -10%[2.33 µM] | -4% | -5 | 50%[activator] | 1% | O=C(COC(=O)/C=C/c1cccc(C(F)(F)F)c1)NC1CCS(=O)(=O)C1 (stereo unspecified)
0% | 42%[activator] | -3% | 58%[activator] | 56%[activator][59 µM] | -8% | 7 | 113%[activator] | -3% | COc1ccccc1[C@@H]1C(c2cccc(Cl)c2)=NN(c2ccc(Br)cc2)[C@H]1C(=O)N1CCOC1=O
0% | x | -4% | -32% | x | 0% | -1 | 9% | 4% | COC(=O)[C@]1(C)N[C@H](CN(C)C(=O)c2ccccc2)[C@@H]2C(=O)N(Cc3ccccc3)C(=O)[C@@H]21
29% | x | -5% | 25µM* | x | i | -51* | 50µM* | u | CCOC(=O)c1cc2c(=Cc3ccc(N(C)C)cc3)c3ccccc3n2[n+]1C
17% | 3% | -5% | 1% | 14%[59 µM] | -9% | 6 | 39% | 2% | COc1ccccc1OCC(=O)NNC(=O)c1ccoc1C
30% | -5% | 3% | -15% | 11%[12.7 µM] | -3% | -2 | 25% | 5% | CCOc1ncccc1C(=O)NNC(=O)c1ccccc1-n1cccc1
1% | -6% | -6% | -16% | 19%[0.501 µM] | 0% | 5 | 31% | -4% | Cc1cc(CNC(=O)C2CCC(=O)N(Cc3ccccc3F)C2)nn1C (stereo unspecified)
9% | -14% | -5% | -35% | x | -3% | -10 | 15% | 1% | COc1cc(/C=N/Nc2nc(N3CCCC3)nc(N3CCCC3)n2)ccc1OCc1ccccc1F
10% | 1% | 5% | -14% | 24% | 1% | -2 | 4% | -8% | COc1cc(/C=N/N2C(=O)C3C4c5ccccc5C(c5ccccc54)C3C2=O)ccc1O (stereo unspecified)
13% | -21% | -1% | -10% | 0% | 4% | 4 | 18% | 25% | Cn1c(=O)c2c(ncn2CC(=O)Nc2nc(-c3ccc(F)c(F)c3)cs2)n(C)c1=O
4% | 2% | 0% | -16% | 0% | i | -4 | 11% | -2% | COc1ccc(CCc2nnc(CCC(=O)NCc3ccc4ncccc4c3)o2)cc1
-4% | 2% | -1% | -5% | 8%[59 µM] | -15% | -2 | 23%[57 µM] | 0% | Cc1cc(Cl)ccc1NS(=O)(=O)c1ccc2c(c1)CCN2S(C)(=O)=O
2% | -16% | -2% | -24% | u | 4% | 1 | 11% | -13% | Cc1ccc(-c2noc(CSc3nnc(C)n3-c3ccc(C)cc3)n2)cc1
0% | -9% | 2% | -9% | 30%[59 µM] | -3% | 4 | 2% | -13% | CCn1c(SCC(=O)NCCc2ccccc2)nnc1C(C)C
-29% | 6% | -8% | -5% | -4% | -3% | 2 | 24% | 14% | COc1ccc(S(=O)(=O)N2CCOC23CCN(S(=O)(=O)c2cc(F)ccc2F)CC3)cc1
4% | 9% | 9% | -18% | -5% | -5% | -4 | 14% | 14% | COc1cccc(C(=O)Nc2cccc(-c3ccc(N4CCOCC4)nn3)c2)c1OC
-5% | 3% | 23% | -25% | 23%[59 µM] | i | -1 | 38%[activator] | 0% | N#C/C(=C\Nc1ccc(F)c(Cl)c1)C(=O)C1CC1
1% | 2% | -10% | -24% | u | -3% | -3 | 11% | 32%[activator] | COc1cccc(CSc2nc3sc(C)c(C)c3c(=O)n2Cc2ccco2)c1
-8% | -34% | 3% | -17% | -4%[59 µM] | i | -19 | 5% | 26% | Cc1cccc(C)c1NC(=O)Cn1c(=O)n(CCC(=O)NCc2ccc3c(c2)OCO3)c(=O)c2sccc21
0% | -14% | -6% | -18% | -3% | -5% | 7 | 28% | u | CC(=O)Nc1cccc(OCC(=O)Nc2sccc2C(N)=O)c1
-3% | -3% | 1% | -17% | -1%[59 µM] | -2% | 2 | -14% | -1% | O=C(NCCC1=CCCCC1)c1ccc2c(c1)ncn2-c1ccc(F)c(F)c1

Some of the entries so far, with each value named:
> Cc1cc(Cl)ccc1NS(=O)(=O)c1ccc2c(c1)CCN2S(C)(=O)=O
  GLS inh: -4%
  BAZ2B inh: 2%
  ERG Ets-DNA blk: -1%
  JMJD2A Tudor inh: -5%
  G9a block: 8%[59 µM]
  PGK inhibitor: -15%
  PI4K2A inh: -2
  HP1b binding inh: 23%[57 µM]
  Pin1 inhibitor: 0%
> O=C(COC(=O)/C=C/c1cccc(C(F)(F)F)c1)NC1CCS(=O)(=O)C1 (stereo unspecified)
  GLS inh: 3%
  BAZ2B inh: -3%
  ERG Ets-DNA blk: u
  JMJD2A Tudor inh: -7%
  G9a block: -10%[2.33 µM]
  PGK inhibitor: -4%
  PI4K2A inh: -5
  HP1b binding inh: 50%[activator]
  Pin1 inhibitor: 1%
> COc1cccc(CSc2nc3sc(C)c(C)c3c(=O)n2Cc2ccco2)c1
  GLS inh: 1%
  BAZ2B inh: 2%
  ERG Ets-DNA blk: -10%
  JMJD2A Tudor inh: -24%
  G9a block: u
  PGK inhibitor: -3%
  PI4K2A inh: -3
  HP1b binding inh: 11%
  Pin1 inhibitor: 32%[activator]
> COc1ccccc1OCC(=O)NNC(=O)c1ccoc1C
  GLS inh: 17%
  BAZ2B inh: 3%
  ERG Ets-DNA blk: -5%
  JMJD2A Tudor inh: 1%
  G9a block: 14%[59 µM]
  PGK inhibitor: -9%
  PI4K2A inh: 6
  HP1b binding inh: 39%
  Pin1 inhibitor: 2%

Further structures.
GLS inh | BAZ2B inh | ERG Ets-DNA blk | JMJD2A Tudor inh | G9a block | PGK inhibitor | PI4K2A inh | HP1b binding inh | Pin1 inhibitor | Molecule
-2% | -17% | -7% | -33% | -7%[59 µM] | -8% | -1 | 55%[activator] | 8% | CC1Cc2cc(S(=O)(=O)N3CCC(C(=O)N(C)Cc4ccccc4)CC3)ccc2N1C(=O)C1CC1 (stereo unspecified)
-6% | -34% | -14% | -15% | u | -9% | 4 | 22% | -1% | O=C(Nc1nc2ccccc2s1)c1ccccc1[N+](=O)[O-]
-5% | 3% | 4% | -9% | -10% | x | 5 | 12% | 1% | Cc1nc2ccccc2c(=O)n1NC(=O)c1ccccc1F
-1% | 3% | 13% | -14% | -1%[59 µM] | -3% | -6 | 67%[activator] | 0% | CC(C)Cn1c(C(C)NC(=O)Cc2ccccc2)nc2ccccc21 (stereo unspecified)
-1% | 2% | 2% | -16% | -5% | 2% | -3 | 11% | -1% | Cc1ccc(-c2nc(NCCN(C)C)c3ccccc3n2)cc1
0% | u | u | u | u | i | -7 | -13% | -21% | Cc1cc2cc(CNC(=O)c3ccc(Br)o3)ccc2[nH]1
-3% | 1% | x | -12% | 7% | 0% | 2 | 28% | -3% | CC(C)(C)c1ccc(C(=O)N/N=C2\C3CN4CCN(C3)CC2(c2ccccc2)C4)cc1
-4% | -1% | 5% | -5% | 3%[59 µM] | 7% | 0 | 48%[activator] | 1% | Clc1cccc(-c2noc3ncnc(NC4CCCCC4)c23)c1
0% | -5% | 8% | -12% | 6% | -4% | -3 | 12% | 5% | CCc1cccc(OCC(=O)Nc2ccc(C)c(S(=O)(=O)N3CCCCCC3)c2)c1
-3% | x | 8% | 0% | x | -5% | 3 | 32% | -5% | COc1cc(C(=O)COC(=O)c2ccc([N+](=O)[O-])o2)cc(OC)c1OC
-16% | 0% | 0% | -10% | 3% | 0% | 0 | 32% | 7% | NC(N)=NC(N)=Nc1ccc(O)cc1
-10% | 7% | 13% | -9% | 35% | 0% | 4 | 24% | -3% | Cc1cc(NC(=O)Cc2ccccc2C)no1
-1% | 0% | -6% | -13% | 0%[59 µM] | 0% | 5 | 68%[activator] | -1% | COc1ccc(C(=O)N2CCN(C(=O)COc3ccc(C)cc3)CC2)cc1OC
3% | 43%[activator] | 0% | 18% | x | 1% | 2 | 42% | 6% | Clc1ccc(Sc2cc(Cl)c(-c3ccccc3)nn2)cc1
2% | 16% | -1% | -31% | 11%[59 µM] | i | 4 | 21% | 2% | CSc1ccc(CCNC(=O)c2ccc(CS(=O)(=O)c3ccc(Br)cc3)o2)cc1

One compound at a time, from the list above. Values in the order: GLS inh | BAZ2B inh | ERG Ets-DNA blk | JMJD2A Tudor inh | G9a block | PGK inhibitor | PI4K2A inh | HP1b binding inh | Pin1 inhibitor
Entry for COc1ccc(S(=O)(=O)N2CCOC23CCN(S(=O)(=O)c2cc(F)ccc2F)CC3)cc1 : -29% | 6% | -8% | -5% | -4% | -3% | 2 | 24% | 14%
Entry for CCOc1ncccc1C(=O)NNC(=O)c1ccccc1-n1cccc1 : 30% | -5% | 3% | -15% | 11%[12.7 µM] | -3% | -2 | 25% | 5%
